# Source: PubChem
# BL2 CD40 inh: CD40 pathway inhibition in BL2 cells; BL2 NF-kB luciferase reporter, CD40L-induced, 4 h; inhibition, % at 10 µM; 83,000 tested, 0.94% active;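 active = mean inhibition of at least 50% with a set share of replicates also reaching that level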;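 note: 0% = neutral control wells and 100% = IKK inhibitor VII at 50 µM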
# * marks the source's active call; other numbers are inactive results; & = joins results of further samples; [ ] = another dose, or the depositor's remark. A portion of the library. The share of hits here may be higher or lower than overall.
# A first look (6 entries):
SMILES,BL2 CD40 inh
C[C@@H]1CN([C@@H](C)CO)C(=O)c2c(c3ccccc3n2C)-c2ccccc2CO[C@@H]1CN(C)S(=O)(=O)Cc1ccccc1,6
Cc1ccc(S(=O)(=O)N(C)c2ccc(OC(=O)CN3C(=O)NC(C)(c4ccccc4)C3=O)cc2)cc1C (stereo unspecified),33
Cc1cc(C)c(C)c(/C=C(/C#N)C(N)=S)c1C,16
COc1cc2c(cc1[N+](=O)[O-])-c1ccc([N+](=O)[O-])cc1C2=NO,-4
CC(C)CN(C(=O)C1COc2ccccc2O1)c1c(N)n(CC(C)C)c(=O)[nH]c1=O (stereo unspecified),-5
CC(C)(CNC(=O)c1cccs1)N1CCOCC1,6

# Main list, from the start:
SMILES,BL2 CD40 inh
C[C@@H]1CN([C@@H](C)CO)C(=O)c2c(c3ccccc3n2C)-c2ccccc2CO[C@@H]1CN(C)S(=O)(=O)Cc1ccccc1,6
Cc1ccc(S(=O)(=O)N(C)c2ccc(OC(=O)CN3C(=O)NC(C)(c4ccccc4)C3=O)cc2)cc1C (stereo unspecified),33
Cc1cc(C)c(C)c(/C=C(/C#N)C(N)=S)c1C,16
COc1cc2c(cc1[N+](=O)[O-])-c1ccc([N+](=O)[O-])cc1C2=NO,-4
CC(C)CN(C(=O)C1COc2ccccc2O1)c1c(N)n(CC(C)C)c(=O)[nH]c1=O (stereo unspecified),-5
CC(C)(CNC(=O)c1cccs1)N1CCOCC1,6
O=C(NCCCN1CCOCC1)c1cn(-c2ccccc2)nc1-c1ccc(F)cc1,0
O=C(COC(=O)C1CC(=O)N(Cc2ccccc2)C1)Nc1ccc([N+](=O)[O-])cc1Br (stereo unspecified),7
Cc1ccc(-c2noc(-c3cc(C(C)(C)C)nn3Cc3ccccc3)n2)cc1,-5
O=C(N/N=C/c1cccc(OCc2ccccc2)c1)c1ccc(Br)o1,-32
CC(=O)c1cnc2c(-c3ccccc3)c(C(F)(F)F)nn2c1C,4
COC(=O)[C@H](C)NC(=O)Nc1ccc(OC)c(OC)c1,17
O=C(COc1ccccc1F)NNC(=O)c1ccc2c(=O)n3c(nc2c1)CCC3,11
Cn1nccc1NC(=O)CC(CC(=O)O)c1ccccc1 (stereo unspecified),8
Cc1nc2c(C(=O)N3CCN(c4ccccn4)CC3)cnn2c(C)c1Cc1cccc(Cl)c1,6
O=C(COC(=O)c1cc(Cl)ccc1O)c1ccc2c(c1)OCO2,-78
CC#CCOC(=O)c1c(C)nc2sc3c(c2c1N)CCC(O)C3 (stereo unspecified),2[25 µM]
CC(C)n1nc(C(=O)Nc2cccc(S(=O)(=O)N3CCOCC3)c2)c2ccccc2c1=O,-4
Cc1ccc(NCC(=O)N/N=C/c2ccncc2)cc1,5
CCN(CC)c1ccc([C@H]2[C@@H]3CCCC[C@]3(O)CCN2CC(=O)NCc2ccco2)cc1,10
O=C(CCc1nc2ccccc2s1)NCc1ccccc1F,-21
Cc1ccccc1S(=O)(=O)Cc1ccc(C(=O)NCCN2CCCCC2C)o1 (stereo unspecified),9
CC(C)Nc1nc(Nc2ccc(F)cc2)c2sccc2n1,10
C[C@@H]1CN([C@@H](C)CO)S(=O)(=O)c2ccc(-c3cccc(C#N)c3)cc2O[C@H]1CN(C)C(=O)c1ccccc1,7[25 µM]
CCN1[C@H](C(=O)NCc2ccccc2)[C@@H](CO)[C@@H]2Cn3c(ccc(-c4cccnc4)c3=O)[C@@H]21,2[25 µM]

# The last two entries of the part before come first, to join the parts:
SMILES,BL2 CD40 inh
C[C@@H]1CN([C@@H](C)CO)S(=O)(=O)c2ccc(-c3cccc(C#N)c3)cc2O[C@H]1CN(C)C(=O)c1ccccc1,7[25 µM]
CCN1[C@H](C(=O)NCc2ccccc2)[C@@H](CO)[C@@H]2Cn3c(ccc(-c4cccnc4)c3=O)[C@@H]21,2[25 µM]
COCCc1nc2ccc(C(=O)N3CCCC(CCCO)C3)cc2o1 (stereo unspecified),-2
Cc1sc(-c2cccnc2)nc1OC(=O)C1CC1,-13
O=C(CO/N=C/c1cccc([N+](=O)[O-])c1)NC1CCCCCC1,14
O=C(Nc1nnc(-c2cccs2)o1)c1cccc(Oc2ccccc2)c1,3
COc1ccc(Cl)cc1NC(=O)COC(=O)Cc1cc(OC)c(OC)c(OC)c1,11
O=C(N/N=C/c1cn(-c2ccccc2)nc1-c1cccnc1)c1ccc(F)cc1,4
Cn1cnc2c(N3CCCCC3)nccc21,13
COc1ccc(NS(=O)(=O)c2cccc(NC(=O)C34CCC(CC3)C4)c2)cc1,24
CC(=O)c1c(-c2ccc(C)cc2)nc2c3ccccc3ccn12,2
CC(=O)N1c2ccccc2-c2nc3ccccc3n2C1C (stereo unspecified),7
Fc1ccc(/C=N/Nc2nn[nH]n2)cc1,5
COCCNC(=O)[C@H]1[C@H](CO)[C@H]2Cn3c(cccc3=O)[C@@H]1N2Cc1cccc(Cl)c1,1[25 µM]
O=S(=O)(NN=C1CCCCCC1)c1ccccc1,5
COCCN(CC(=O)Nc1cccc(C)c1C)C(=O)C1CCN(S(=O)(=O)c2ccccc2)CC1,-2
O=C(CN1CCCC1)Nc1ccccc1C(=O)c1ccccc1,5
CC1CC(C)CN(C(=O)COc2ccc(-c3nnco3)cc2)C1 (stereo unspecified),6
O=C(NNS(=O)(=O)c1ccc2ccccc2c1)NC1CCCCC1,11
Cc1ccc(N(CCC#N)C(=O)COC(=O)C2CCN(S(=O)(=O)c3ccc4c(c3)OCCO4)CC2)cc1,0
Cc1c(C(=O)Nc2ccc(S(=O)(=O)Nc3ncccn3)cc2)oc2ccccc12,2
CC1(C)Cc2c(C#N)c(NCc3ccco3)nc(-c3ccco3)c2CO1,9
COc1ccc(C2=NOC(C(=O)N3CCOCC3)C2)cc1OC (stereo unspecified),-27
CCC(=O)Oc1ccc(/C(CC)=C(\CC)c2ccc(OC(=O)CC)cc2)cc1,-4
CCc1nnc2sc(-c3cc(-c4ccccc4)nc4ccccc34)nn12,-1
CCCC#Cc1ccc([C@H]2[C@H](C#N)N(C(=O)CN3CCOCC3)[C@H]2CO)cc1,-7[25 µM]
O=C(COC(=O)C1CCC1)Nc1ncc(Cl)cc1Cl,2
Cc1c(C(=O)N2CCCCC2)sc(NC(=O)C2CC2)c1C#N,6
C[C@H](CO)N1C[C@H](C)[C@@H](CN(C)S(=O)(=O)c2cccs2)Oc2ccc(NC(=O)Nc3cccc4ccccc34)cc2C1=O,4[25 µM]
CCCCCC(=O)Nc1cc(S(=O)(=O)O)cc2cc(S(=O)(=O)O)cc(O)c12,1
Cn1c(=O)oc2ccccc2c1=O,7
NCC[C@H]1CC[C@H](NS(=O)(=O)c2ccc(Cl)cc2)[C@H](CO)O1,-2&-10[25 µM]
COCCCNCCOc1ccc(C)cc1[N+](=O)[O-],0
COc1ccccc1C#Cc1ccc([C@H]2[C@H](C#N)N(C(=O)C3CCCC3)[C@H]2CO)cc1,29
O=C(CN1CCOc2ccccc21)NC1CCCCCCC1,-27
COC(=O)Nc1ccc(C)cc1NC(=O)OC,-2
COc1ccc(NC(=O)N2[C@@H]3CNC[C@H]2C3c2ccc(-c3cccc(C(=O)N(C)C)c3)cc2)cc1 (stereo partly specified),-6&-6[25 µM]
C[C@@H]1CCCCO[C@H](CN(C)S(=O)(=O)c2ccc(Cl)cc2)[C@@H](C)CN([C@@H](C)CO)C(=O)c2cc(NC(=O)CCCN(C)C)ccc2O1,18
O=C(NCC1CC1)[C@@H]1[C@@H](CO)[C@@H]2Cn3c(ccc(-c4cccc(F)c4)c3=O)[C@@H]2N1CC1CCOCC1,-8[25 µM]
C[C@H](CO)N1C[C@H](C)[C@H](CN(C)Cc2ccc3cccnc3c2)OCc2cnnn2CCCC1=O,6[25 µM]
CC(C)(C)c1ccc(-c2n[nH]c(=S)n2CCCN2CCOCC2)cc1,-11
CCCC#Cc1ccc([C@@H]2[C@@H](CO)N(S(C)(=O)=O)[C@H]2C#N)cc1,-10[25 µM]
CCOC(=O)C1CCN(CCC(=O)Nc2ccc(C)c(C)c2)CC1,3
CC(=O)N1[C@@H]2c3ccc(-c4ccncc4)c(=O)n3C[C@@H]2[C@@H](CO)[C@@H]1C(=O)NCc1ccccc1Cl,-30[25 µM]
CCS(=O)(=O)N1[C@H](CO)[C@H](c2ccc(C#CCC3CCCC3)cc2)[C@@H]1C#N,-12[25 µM]
CC(=O)c1ccc(N2CCN(C(=O)c3ccc4c(=O)[nH]c5c(C(=O)NC6CCCC6)sc(=S)n5c4c3)CC2)cc1,3
CCc1nnc(NC(=O)Cn2ccc(C(F)(F)F)n2)s1,7
C[C@H](CO)N1C[C@H](C)[C@@H](CN(C)C(=O)Nc2ccccc2)OCc2ccccc2-c2c(n(C)c3ccccc23)C1=O,5
CN1C(=O)Cc2cc(S(=O)(=O)N3CCOCC3)ccc21,17
CN1C(=O)c2cc(NC(=O)Cc3cccs3)ccc2OC[C@H]2O[C@@H](CC(=O)NCC3CC3)CC[C@@H]21,5
COc1ccc([C@H]2[C@H](C(=O)OC(C)(C)C)N3N=Cc4ccccc4C3C23C(=O)c2ccccc2C3=O)cc1OC (stereo partly specified),-6
O=C(Cc1csc(NC(=O)Nc2cccc(Cl)c2)n1)NC1CCCC1,-26

# The list goes on.
SMILES,BL2 CD40 inh
COc1ccc(Cc2nnc3c4cnn(C)c4ncn23)cc1,23
O=C(c1ccco1)N1CCN(Cc2cc(=O)c(OCc3ccccc3)co2)CC1,-8
O=C(CN1C(=O)NC2(CCCc3ccccc32)C1=O)N1CCN(C(=O)c2ccco2)CC1 (stereo unspecified),5
CCOC(=O)C1(Cc2ccccc2)CCN(Cc2cccc3c2OCO3)CC1,18
O=C(COC(=O)C1CCC1)NCCc1ccc(Cl)cc1Cl,9
O=C(Nc1ccccc1N1CCOCC1)c1cccc(S(=O)(=O)N2CCOCC2)c1,4
O=C(Nc1cccc(F)c1)C1CCCN1S(=O)(=O)c1cccc2cccnc12 (stereo unspecified),8
CCC(=O)N1[C@H](CO)[C@H](c2ccc(C#CC3(O)CCCC3)cc2)[C@@H]1CNC(C)=O,-9[25 µM]
Cc1ccc(S(=O)(=O)N2CCN(CC(O)COc3ccccc3)CC2)cc1 (stereo unspecified),9
COc1ccc(-c2ccc3c(c2)[C@@H]2[C@@H](CCN2C(=O)C2CC2)[C@H](CO)N3C)cc1,40
OCCn1cnc2c(SCc3ccccc3)ncnc21,-34
c1ccc(Nc2cccc3c(Nc4ccccc4)cccc23)cc1,-24
Cc1cc(C)cc(NC(=O)Cn2c(-c3ccccc3Cl)nc3ccccc32)c1,-15
CC(OC(=O)CNC(=O)c1ccc(F)cc1)C(=O)Nc1ccc(S(=O)(=O)N2CCOCC2)cc1 (stereo unspecified),10
CCOC(=O)c1nc(-c2ccc(OC)c(OC)c2)cnc1C#N,-29
Cc1nc2ccccc2c2c1C(=O)N(C)C2=O,-16
COc1ccccc1N1CCN(C(=O)C2c3ccccc3Oc3ccccc32)CC1,10
Cc1ccc(N)c(C(O)(C(F)(F)F)C(F)(F)F)c1,11
O=C(c1ccccc1N1CCOCC1)N1CCCC(Nc2ccc(F)cc2)C1 (stereo unspecified),4
CCOC(=O)c1nnn2c3ccccc3c(=O)n(C)c12,-38
O=S1(=O)N=C2CCCCCN2C(c2ccc(F)cc2)N1 (stereo unspecified),6
COc1cccc(-c2ccc3c(N)c(C(=O)NC4CC4)sc3n2)c1,-84
O=C(C[C@@H]1C[C@H]2c3cc(NC(=O)c4ccc5c(c4)OCO5)ccc3O[C@H]2[C@H](CO)O1)NC1CCCC1,-10
CN(Cc1ccccc1)c1nc2nonc2nc1N1CCCC(CN2CCCC2=O)C1 (stereo unspecified),13
CC1CCN(C(=O)c2ccccc2SCC(=O)NCC2CCCCC2)CC1,0
Cc1nc(SCC(=O)Nc2ccccc2Cl)c2c(C)c(C)sc2n1,2
O=C(CCNC(=O)c1ccc([N+](=O)[O-])cc1)NC1CCCCC1,4
CCOC(=O)C1CCN(C(=O)c2ccc3c(c2)OCCO3)CC1,-65
COC(=O)c1ccc(NS(=O)(=O)N(C)C)cc1,11
O=C(Nc1ccc(C(F)(F)F)cc1)N1[C@@H]2CNC[C@H]1C2c1ccc(/C=C/c2ccccc2)cc1 (stereo partly specified),32&-14
CC(Sc1nnc(-c2ccc(Cl)cc2)n1N)C(=O)NCC1CCCO1 (stereo unspecified),4
CCCNC(=O)CN(C)CC(=O)Nc1ccccc1C#N,12
Cc1cccc(C(=O)NCC(=O)OCC(=O)N2CC3(C)CC2CC(C)(C)C3)c1 (stereo unspecified),9
CCCNC(=O)CN(C)S(=O)(=O)c1c(C)cc(C)cc1C,1
OCCNCCOc1ccc(Cl)c(Cl)c1,9
CSc1nc2ccsc2c(=O)n1-c1ccccc1,1
O=C(c1ccc([N+](=O)[O-])cc1)N1C=CC(C(F)(F)F)=NCC1,4
Cc1ccc(-c2cc3ccccc3nc2N2CCOCC2)cc1,13
COc1cccc(C#Cc2ccc([C@@H]3[C@@H](C#N)N(C(=O)C4CCC4)[C@@H]3CO)cc2)c1,-20
O=C(CN1C(=O)NC2(CCCCC2)C1=O)N1CCN(S(=O)(=O)c2ccc(F)c(F)c2F)CC1,-1
OC(c1ccccn1)C(O)c1ccccn1 (stereo unspecified),9
O=C(NCc1ccccn1)c1cccc(S(=O)(=O)Nc2ccc(SC(F)F)cc2)c1,6
COc1ccccc1C(=O)Nc1cccc(C(=O)N2CCOCC2)c1,8
Brc1cccc(-c2nnc3n2CCC3)c1,5
COc1cc(C=NNC(=O)c2ccc(NS(=O)(=O)c3cccs3)cc2)cc(Br)c1O,0
C[C@@H]1CN([C@H](C)CO)C(=O)c2cccc(NC(=O)Nc3ccc(F)cc3)c2O[C@@H]1CN(C)CC1CCCCC1,-4[25 µM]
N#C[C@@H]1[C@H](c2ccc(C3=CCCCC3)cc2)[C@@H](CO)N1C(=O)NC1CCCCC1,6
CCOC(=O)c1csc(NC(=O)CCSc2ccccc2)n1,5
Cc1cccc(-n2c(SCC(=O)NCc3ccco3)nnc2-c2ccco2)c1,11
